# Akt phos inh = HTS Assay for Inhibitors of Akt Phophorylation: Primary Screen. Neuro2A IGF-stimulated pAkt S473 HTRF, 20 min; stronger effect = lower value. activity change, % for hits at 50 µM. hit rate 0.32% among 360,000. AID 651550, 2012; in the data active = activity change below about -80%; inconclusive = mostly about -51% to -80%; note: % is set by controls: 0 for no effect and ±100 for the full control effect
#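 Neuro2A cells (4,500/well, DMEM with 0.5% FBS) were treated with compound at a single 50 µM final concentration, stimulated with 6 nM IGF for 20 min at 37 °C, and lysed. Phospho-Akt Ser473 was read by HTRF as 665/615 ratio ×10^4.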
# D3 antag = qHTS of D3 Dopamine Receptor Antagonist: qHTS. hit rate 2.5% among 360,000. D(3) dopamine receptor (Homo sapiens), P35462. D3R cells, DiscoveRx beta-arrestin luminescence, antagonist mode; stronger effect = lower value. max response, negative = inhibition, %; in the data active = max response below about -50%; inconclusive = no clear call, values can overlap the other calls; note: % is set by controls: 0 for no effect and ±100 for the full control effect; mostly tested at two doses, the higher about 12 µM
#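 Cells expressing the human receptor were seeded at 1500 cells/well, incubated overnight at 37 degrees C in 5% CO2, then exposed to library compounds with dopamine controls for 90 minutes at 37 degrees C before luminescent detection.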
# FUS suppressor = qHTS for Suppressors of FUS Proteinopathy: Primary screen using FUS-linked yeast assay; Potency, µM (doses to about 76.6 µM), for the others: top-dose growth rescue (activation), hits mostly activators; hit rate 0.24% among 390,000; S. cerevisiae FUS-expressing, growth rescue, OD600, 24 h;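 note: potency is the fitted concentration of half-maximal effect; plate controls were DMSO vehicle for no effect and reference control for full effect; nearly all actives have a fitted effect of over 55% in size; some results filed as inactive show a strong effect at the top dose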
#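 Yeast FUS proteinopathy model; galactose-induced FUS (2%), starting OD 0.005. Cpds in dilution series, 24hr, 30C, 99% humidity. Abs 600 nm growth. Pos ctrl CP55940 (top 92uM final); neg ctrl DMSO.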
# GLP-1R inv ag = qHTS of GLP-1 Receptor Inverse Agonists (Inhibition Mode); HEK293 GLP-1R CRE-luciferase, luminescence, 24 h; GLP-1R form is constitutively active; Glucagon-like peptide 1 receptor (Homo sapiens), P43220; hit rate 1.6% among 410,000; Potency, µM (highest dose often 38.3 µM), inactives show at the top dose activity change, negative = inhibition, hits mostly inhibitors; AID 624417, 2012; note: potency is the fitted concentration of half-maximal effect; % is set by controls: 0 for no effect and ±100 for the full control effect; nearly all actives have a fitted effect of over 55% in size
# Target sequence (P43220 whole entry, looked up): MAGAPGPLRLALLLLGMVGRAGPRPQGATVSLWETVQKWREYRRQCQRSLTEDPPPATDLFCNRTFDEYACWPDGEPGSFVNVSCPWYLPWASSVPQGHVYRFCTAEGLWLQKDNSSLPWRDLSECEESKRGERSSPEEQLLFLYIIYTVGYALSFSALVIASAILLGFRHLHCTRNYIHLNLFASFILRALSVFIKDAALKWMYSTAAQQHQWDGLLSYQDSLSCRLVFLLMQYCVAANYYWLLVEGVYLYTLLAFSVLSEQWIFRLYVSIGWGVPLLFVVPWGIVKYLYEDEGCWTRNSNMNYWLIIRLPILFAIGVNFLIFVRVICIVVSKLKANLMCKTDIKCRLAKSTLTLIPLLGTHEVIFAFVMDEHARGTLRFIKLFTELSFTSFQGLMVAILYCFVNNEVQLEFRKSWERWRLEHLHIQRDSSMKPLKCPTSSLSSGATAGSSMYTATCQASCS
#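 HEK293 cells stably co-expressing a cAMP-responsive luciferase reporter and constitutively active GLP-1R were seeded, incubated 12 h, then exposed to compounds for 24 h at 37 C. Luminescence was read 12 min after detection reagent; inverse agonists lower signal.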
# GLP1R ag = qHTS of GLP-1 Receptor Agonists; Glucagon-like peptide 1 receptor (Homo sapiens), P43220; HEK293 GLP-1R CRE-luciferase, luminescence, 4-6 h; cells express a hypersensitive GLP-1R form; Potency, µM (series often up to 45.6 µM), for the others: top-dose activation, most hits filed as activators; hit rate 0.007% among 380,000; AID 624172, 2012; note: potency is the fitted concentration of half-maximal effect; % of control where 0% means no effect
# TDP-43 yeast inh = qHTS of TDP-43 Inhibitors | TDP-43 expressing yeast growth rescue, BacTiter-Glo, 24 h | Potency, µM (top dose mostly 46.1 µM), for inactives: at the highest dose growth rescue (activation), hits mostly activators | hit rate 1.8% among 410,000 | AID 652104, 2013; note: potency is the fitted concentration of half-maximal effect; % of control where 0% means no effect; nearly all actives have a fitted effect of over 50% in size
#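 Yeast cells expressing TDP-43 under galactose induction are exposed to compounds for 24 hr at 30 deg C. BacTiter-Glo luminescence measures growth, so protective compounds score as activators.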
# PTHR1 ag = qHTS for PTHR1 Agonists: Primary Screen | hit rate 0.075% among 410,000 | AID 743266, 2014 | Potency, µM (highest dose often 115 µM), without a hit: top-dose activation, usual class: activators | Parathyroid hormone/parathyroid hormone-related peptide receptor (Homo sapiens), Q03431 | HEK293 GP2 PTHR1 cells, GloSensor cAMP luminescence, 1 h; note: potency is the fitted concentration of half-maximal effect; nearly all actives have a fitted effect of over 55% in size; some results filed as inactive show a strong effect at the top dose; inactives centre near -15; many of its hits are not listed in these tables
# Target sequence (Q03431 whole entry, looked up): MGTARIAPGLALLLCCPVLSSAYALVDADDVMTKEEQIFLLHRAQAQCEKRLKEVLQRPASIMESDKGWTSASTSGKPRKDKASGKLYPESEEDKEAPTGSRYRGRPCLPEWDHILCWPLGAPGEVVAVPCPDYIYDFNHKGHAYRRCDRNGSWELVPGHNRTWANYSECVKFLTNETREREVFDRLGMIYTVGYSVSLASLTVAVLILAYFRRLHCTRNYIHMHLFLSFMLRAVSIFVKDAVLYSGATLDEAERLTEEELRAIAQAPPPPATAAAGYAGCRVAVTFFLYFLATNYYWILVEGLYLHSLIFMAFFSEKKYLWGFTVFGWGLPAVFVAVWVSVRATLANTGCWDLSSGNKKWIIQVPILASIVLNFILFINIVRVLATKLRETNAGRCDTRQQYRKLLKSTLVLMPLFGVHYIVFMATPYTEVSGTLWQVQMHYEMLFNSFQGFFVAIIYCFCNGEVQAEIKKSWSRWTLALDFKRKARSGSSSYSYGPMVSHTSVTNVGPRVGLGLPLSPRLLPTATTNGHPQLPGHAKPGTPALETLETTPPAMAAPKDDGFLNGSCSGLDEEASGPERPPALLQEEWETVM
#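 HEK-293-derived GP2 cells expressing PTHR1 and a GloSensor cAMP reporter, 3,000/well, plated overnight, given luciferin plus IBMX (each 0.5 mM as added) for 1 h at 37 °C, then compound for 1 h at 37 °C. Luminescence was read after 15 min at room temperature.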
# Abeta yeast res = qHTS for compounds that reverse cellular toxicity of Amyloid beta (A-beta) peptide in yeast: Primary Screen; yeast expressing A-beta42, growth rescue, OD600, 48 h; response scale: 0% DMSO, 100% iron-clioquinol control; Potency, µM (highest dose often 46.1 µM), for inactives: at the highest dose growth rescue, hits mostly activators; hit rate 0.063% among 410,000; note: potency is the fitted concentration of half-maximal effect; nearly all actives have a fitted effect of over 55% in size
#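 Growth rescue measured by 600 nm absorbance after 48 h yeast culture at 30 C with compound. Values normalized between DMSO and an equimolar ferric chloride plus clioquinol control.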
# aSyn yeast inh = qHTS of alpha-syn Inhibitors | Yeast expressing alpha-synuclein, growth rescue, BacTiter-Glo, 24 h | hit rate 0.14% among 370,000 | Potency, µM (highest dose often 46.1 µM), inactives show top-dose growth rescue (activation), hits mostly activators; note: potency is the fitted concentration of half-maximal effect; % of control where 0% means no effect; nearly all actives have a fitted effect of over 65% in size
#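 Galactose-induced alpha-syn yeast (OD600=0.02, raffinose-pregrown) + pinned cpd, 24 hr, 30 deg C; growth by BacTiter-Glo luminescence. Growth restoration scores as activation.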
# * = called active by the depositor; i = inactive; ? = inconclusive; . = no result given; & = joins results of further samples; [ ] = dose if it differs, or a comment. Unless noted, calls come from the whole dose curve; as a rule, active = well fitted curve in the direction sought with a large enough effect; inconclusive = small, poorly fitted or top-dose-only effect, or another doubt; inactive = no such curve, though single readings can be large; an effect the other way counts as inactive or inconclusive.
SMILES,Akt phos inh,D3 antag,FUS suppressor,GLP-1R inv ag,GLP1R ag,TDP-43 yeast inh,PTHR1 ag,Abeta yeast res,aSyn yeast inh
CC1CCN(CCOc2ccccc2-c2ccccc2)CC1,i,?,2%,-21%,-2%,9%,-19%,29%,-1%
Cc1ccccc1NC(=O)CC1C(=O)NCCN1C(=O)c1cccc(Cl)c1 (configuration not stated),i,-6,1%,4%&9%,-2%&-1%,8%&0%,-31%&-21%,-2%&6%,6%
COc1ccc(-c2nnc(C(C)Nc3cccc(C(=O)NC4CC4)c3)o2)cc1 (configuration not stated),i,5,23%,46%[activator],12%,20%,-13%,7%,1%
Cc1ccc([N+](=O)[O-])cc1S(=O)(=O)Nc1cccc(-c2ccc(N3CCCC3)nn2)c1,i,-13,?,?,3%,-12%,i,-10%,0%
O=C(c1ccc(CS(=O)(=O)c2c(Cl)cccc2Cl)o1)N1CCCC1,i,-7,-11%,12%,-7%,14%,i,-11%,-8%
O=S(=O)(c1ccc(-c2cnc(C3CC3)o2)cc1)N1CCN(c2cccc(Cl)c2)CC1,.,.,0%,?,.,25%,i,-7%,.
Cc1c(C(C)(C)C)s/c(=N/S(=O)(=O)c2ccccc2)n1C,i,-3,-5%,15%,14%,0%,i,-10%,0%
Cc1cc(F)ccc1-c1cc(C(=O)NCc2cccs2)[nH]n1,i,-77*,-21%,7%,6%,33%,-12%,-2%,-5%
CCCS(=O)(=O)NC(=O)C1(C)CCCN(C(=O)c2c(-c3ccccc3)noc2C)C1 (configuration not stated),i,16,-17%,13%,1%,12%,-24%,-9%,-1%
Cc1ccc(/C(N)=N/OC(=O)c2cccc(F)c2)cc1,i,-15,30%,3%,-17%,-15%,-64%[inhibitor][57.5 µM],-61%[inhibitor],-30%
COc1ccc(NC(=O)C2CCCN(C(=O)c3cnn(-c4ccccc4)c3-n3cccc3)C2)cc1 (configuration not stated),.,.,?,?,.,18%,-29%,-6%,.
Cc1c(C(=O)NCC2CCCO2)oc2ccc(Br)cc12 (configuration not stated),i,-10,17%,-7%,24%,19%,-3%,2%,-1%
O=[N+]([O-])c1cc(CN2CCCC2)ccc1Sc1ccc(Cl)cc1,i,?,17%,?,9%,-8%,i,-16%,10%
O=C(/C=C/c1ccccc1[N+](=O)[O-])Nc1ccc(S(=O)(=O)Nc2ncccn2)cc1,i,-24,9%,6%,1%,0%,i,9%,1%
CN(CC(=O)NCc1cccc(F)c1)C(=O)c1ccco1,i,16,-3%,5%,-3%,-9%,4%[57.5 µM],7%,2%
Cc1nnc(SCC(=O)c2cc(C)n(-c3ccc4c(c3)OCO4)c2C)s1,i,14,21%,44%[activator],21%,?,-12%[57.5 µM],-8%,3%
COc1ccc(C(=O)c2oc3nc(C)cc(C)c3c2N)cc1,i,-2,4%,52%[activator],13%,?,i,-12%,-8%
O=C(NCc1ccc2c(c1)OCO2)c1cc(S(=O)(=O)N2CCCCC2)ccc1F,i,-15,6%,-5%,0%,-3%,-32%[inhibitor],-7%,-4%
O=C(CNS(=O)(=O)c1ccc(Br)s1)NCc1ccccc1,i,-15,26%,-29%,10%,-16%,-6%,-11%,-14%
CCOc1ccc2[nH]c(=O)c(CN(CCO)C(c3nnnn3C3CCCCC3)C(C)C)cc2c1 (configuration not stated),i,2,.,0%,8%,22%,i,2%,11%
C=CCc1cc(C=O)cc(OCC)c1O,i,5,-9%,1%,7%,-16%,i,20%,1%
Cc1ccc(C(c2nnnn2CS(=O)(=O)c2ccc(C)cc2)N2CCN(c3ncccn3)CC2)cc1 (configuration not stated),i,20,-19%,2%,-9%,13%,i,10%,10%
Cc1ccc(Cl)cc1N1CCN(C(=O)CN2C(=O)CSc3c2c(C)nn3-c2ccccc2)CC1,.,.,-2%,7%,.,0%,-13%,-8%,.
Cc1c(NC(=O)c2cc3c(s2)-c2ccccc2OC3)cccc1[N+](=O)[O-],i,9,7%,?,7%,18%,-31%[inhibitor],-2%,-3%
CC(=O)N1CCN(S(=O)(=O)c2cccc(C(=O)OCC(=O)N(CCC#N)c3ccc(F)cc3)c2)CC1,i,-2,17%,-3%,-4%,11%,i,-17%,-5%
Cc1ccc([C@@H]2C[C@H]3[C@@H](CN2S(=O)(=O)c2ccc(Cl)cc2)C(=O)C[C@@H](c2ccccc2F)N3S(=O)(=O)c2ccc(C)cc2)cc1,i,-2,16%,?,-6%,?,-30%[inhibitor],3%,3%
Cc1ccc2c(c1)C(c1ccc(F)cc1)N(C(=O)c1ccc(OC(C)C)cc1)CC(=O)N2 (configuration not stated),.,.,?,?,.,16%,-43%[inhibitor],-1%,.
CCN(CC)S(=O)(=O)c1ccc(Cl)c(NC(=O)c2cc(Cl)ccc2Cl)c1,i,9,.,-2%,-1%,-4%,-5%,1%,-3%
c1ccc(CC2CCN(C(c3cccs3)c3nnnn3C3CCCC3)CC2)cc1 (configuration not stated),i,-21,-14%,?,-3%,-12%,-1%[57.5 µM],-18%,0%
COc1cc(NC(=O)COC(=O)c2cnc(C)cn2)c(C)cc1[N+](=O)[O-],i,1,-25%,2%,0%,4%,i,-7%,-1%
COc1ccc(C(=O)N2CCN(c3ccc(C)cc3C)CC2)cc1OC,i,4,11%,?,5%,17%,-32%[inhibitor],3%,3%
C=CCNC(=S)N1CCC(C(=O)c2ccc(Cl)cc2)CC1,i,-6,4%,?,11%,4%,?,?,-12%
Cc1ccc(S(=O)(=O)N(C)Cc2ccc(C(=O)N/N=C3\CC(=O)CC(C)(C)C3)cc2)cc1,i,7,7%,6%,3%,18%,i,14%,0%
CN(C)C(CNC(=O)c1ccc2nc[nH]c2c1)c1ccccc1 (configuration not stated),i,-2,-51%,32%[activator],2%,24%,-21%,-6%,-6%
O=C(/C=C/c1cccs1)Nc1nccs1,i,5,-32%,3%,1%,11%,-21%,2%,4%
COc1cc(C(=O)NCCNc2nc3ccc(C)cc3cc2C#N)cc(OC)c1OC,i,-6,-14%,11%,6%,-3%,?,5%,-4%
N/C(CSc1ccccn1)=N\OCc1c(Cl)cccc1Cl,i,-19,4%,?,27%,-13%[1.82 µM],-25%,28%,-2%
Cc1ccc(NCN2C(=O)c3ccccc3C2=O)cc1Cl,i,4,-24%,2%,2%,17%,i,-4%,0%
CCOC(=O)C(=O)Nc1ccc(Oc2ccccc2)cc1,i,1,0%,24%,-2%,0%,i,-5%,0%
COC(=O)c1sc2ccccc2c1-n1cccc1C(=O)C(=O)Nc1ccc(Cl)cc1,i,?,-6%,?,-24%,-1%,i,22%,2%

# Complete entries from above. Screens in order: Akt phos inh	D3 antag	FUS suppressor	GLP-1R inv ag	GLP1R ag	TDP-43 yeast inh	PTHR1 ag	Abeta yeast res	aSyn yeast inh
# Entry for `Cc1ccc(NCN2C(=O)c3ccccc3C2=O)cc1Cl` = i	4	-24%	2%	2%	17%	i	-4%	0%
# Entry for `Cc1c(NC(=O)c2cc3c(s2)-c2ccccc2OC3)cccc1[N+](=O)[O-]` = i	9	7%	?	7%	18%	-31%[inhibitor]	-2%	-3%
# Entry for `C=CCc1cc(C=O)cc(OCC)c1O` = i	5	-9%	1%	7%	-16%	i	20%	1%

# Continuation:
SMILES,Akt phos inh,D3 antag,FUS suppressor,GLP-1R inv ag,GLP1R ag,TDP-43 yeast inh,PTHR1 ag,Abeta yeast res,aSyn yeast inh
COc1ccc2[nH]c(C(=O)N(Cc3ccccn3)Cc3ccccn3)cc2c1,i,-4,23%,17%,2%,13%,i,6%,8%
COc1cccc(/C=C/C(=O)Nc2ccccc2N2CCOCC2)c1,i,17,23%,-6%[0.307 µM],-4%,22µM*,i,-7%,-19%
COc1cc2[nH]c(=O)n(CCCC(=O)NCc3ccccc3Cl)c(=O)c2cc1OC,.,.,-21%,-6%,-1%,-6%,-20%,-17%,.
C=C(C)[C@@H]1CC=C(CO)CC1,i,27,-22%,-1%,-1%,?,-24%,0%,-1%
CCN(CC)c1cc(C)c2cc(NC(=O)/C=C/c3cc(OC)c(OC)c(OC)c3)ccc2n1,.,.,8%,11µM*,.,20%,i,-2%,.
CN(C)c1ccc(/C=N/NC(=O)CN(c2ccccc2Cl)S(C)(=O)=O)cc1Br,i,21,-2%,56%[activator],?,-18%,-11%,-6%,-11%
CCOC(=O)C1CCN(C(=O)Cc2c(C(=O)O)n(CC)c3ccccc23)CC1,i,-14,0%,-6%,11%,-14%,-7%[57.5 µM],4%,0%
CCNC(=S)NCC,i,4,-7%,18%,-6%,14%,-23%,9%,1%
O=C(Nc1ccc2c(c1)OCCO2)C(c1ccc(F)cc1)N1CCCCC1 (configuration not stated),i,-9,19%,?,5%,18%,i,-4%,4%
Cc1ccc(/C=N/NC(=O)c2ccc(-n3cccc3)cc2)o1,i,4,34%,-33%,-3%,-15%,5%,-25%,-3%
Cc1ccc(C)c(NC(=O)C2CCCN2/C=C/C(=O)C(F)(F)F)c1 (configuration not stated),i,2,.,10%,16%,-7%,i,7%,0%
COc1ccc(C2c3c(-c4ccccc4O)n[nH]c3C(=O)N2CCc2ccccc2)cc1 (configuration not stated),.,.,16%,?,.,19%,-35%[inhibitor],3%,.

# Assay outcomes: PubChem BioAssay, National Center for Advancing Translational Sciences (NCATS)

# These rows are one share of the data; rates above refer to the full screens.
